Bioassay records from PubChem BioAssay.
H1N1 NS1A inhibition: H1N1 influenza NS1A inhibitors, functional cell based assay (AID 504329); NS1A functional cell-based assay, percent inhibition; higher % means a stronger effect; inhibition, % at 12.5 µM; hits with a dose series show IC50 in µM; 340,000 compounds, 0.3% hits; in the data active means a potency from the dose series; inconclusive means inhibition above about 27% without an active follow-up result; further: strong numbers were not always called active
tuberculosis growth: growth inhibition of non-replicating M. tuberculosis (AID 488890). one-dose inhibition, % at 25 µM; IC50 in µM for titrated hits. Mycobacterium tuberculosis non-replicating, growth inhibition; higher % means a stronger effect. 320,000 compounds, 0.39% hits; in the data active means a potency from the dose series; inconclusive means inhibition mostly from about 82% at the one dose, without a potency; inactive means the rest, 99 in 100 with inhibition below about 76%;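 further: plate controls were DMSO cells for no effect and high antibiotic wells for full effect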
VEEV TC-83 Vero: inhibitors of VEEV TC-83 cytopathic effect, confirmation, Vero cells (AID 588727); inhibition, % at 20 µM; hits with a dose series show IC50 in µM; Vero cells, VEEV TC-83 cytopathic effect inhibition; higher % means a stronger effect; 350,000 compounds, 0.13% hits; in the data active means a potency from the dose series; inconclusive means inhibition mostly from about 14% at the one dose, without a potency; inactive means the rest, 99 in 100 with inhibition below about 12%; further: strong numbers were not always called active
M. tuberculosis HTS: M. tuberculosis growth inhibition, HTS (AID 449762); M. tuberculosis H37Rv growth inhibition, 7H9 media; higher % means a stronger effect; 330,000 compounds, 0.59% hits; inhibition, % at 25 µM, or IC50 in µM where a hit was titrated; in the data active means a potency from the dose series; inconclusive means inhibition above about 70% without an active follow-up result;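 further: bacterial growth assessed after seven days of incubation; strong numbers were not always called active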
Salmonella PhoP GFP: Inhibition of PhoP regulon, Salmonella typhi GFP reporter cells, confirmation, 4 h (AID 1850) | Salmonella Typhi PhoP-promoter GFP reporter, fluorescence, 4 h; higher % means a stronger effect | one-dose inhibition, % at 50 µM; IC50 in µM for titrated hits | 310,000 compounds, 0.33% hits; in the data active means a potency from the dose series; inconclusive means inhibition mostly from about 25% at the one dose, without a potency; inactive means the rest, 99 in 100 with inhibition below about 19%;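 further: 0% = induced wells with vehicle and 100% = uninduced wells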
VEEV TC-83 Vero 10K pilot screen: second read-out of VEEV TC-83 Vero, no call of its own (marks repeat the call); inhibition, %; measured here: 10K pilot screen inhibition
* marks the source's active call; other numbers are inactive results; i = inactive; u = inconclusive; x = not tested or not shown.

SMILES | H1N1 NS1A inhibition | tuberculosis growth | VEEV TC-83 Vero | M. tuberculosis HTS | Salmonella PhoP GFP | others
CCCc1cc(-c2nc(-c3ccc(Cl)cc3)cs2)ccn1 | 3% | x | i | x | 1%
COc1ccc(C(=O)Nc2ccccc2C)cc1S(=O)(=O)N1CCOCC1 | 1% | -16% | 0.9% | 6% | 10%
CC1CCN(C(=S)NC(=O)c2ccco2)CC1 | -12% | 19% | 1.5% | 3% | -4%
CCCS(=O)(=O)N1CCC(C(=O)NC2CCC(C)CC2)CC1 (configuration not stated) | -1% | -8% | 1.7% | 4% | 12%
O=C(Nc1ccc(S(=O)(=O)NCC2CCCO2)cc1)c1ccc(F)cc1 (configuration not stated) | 2% | 12% | 2.4% | 5% | 4%
COC(=O)c1ccc(C(c2c(C)[nH][nH]c2=O)c2c(C)[nH][nH]c2=O)cc1 | -8% | -12% | 0.8% | 4% | -2%
Cc1cc(C(=O)COc2ccc(C#N)cc2)c(C)n1-c1ccc2c(c1)OCO2 | -4% | 21% | 0.2% | -3% | 14%
O=C(COc1cccc(C(F)(F)F)c1)Nc1cccnc1 | -4% | 46% | 1.4% | 4% | -2%
N#CC1=C(N)C(C#N)(C#N)C(c2cccnc2)C2CN(C(=O)OCc3ccccc3)CC=C12 (configuration not stated) | 14% | 13% | 7.1% | 1% | 3%
Cc1nc(C)c(C(=O)O)s1 | -4% | -9% | i | 0% | -2%
CC1CC(C)(C)NC(=S)N1CCC(=O)N1CCc2ccccc21 (configuration not stated) | 8% | -1% | 2.1% | -4% | 13%
CCOC(=O)N1CCN(C(=O)c2cc3cc(OC)c(OC)cc3[nH]2)CC1 | -7% | 7% | 1.4% | -5% | -21%
COc1ccc(OC(=O)CCc2c[nH]c3ccccc23)cc1 | -1% | 3.4µM* | i | u | -5%
O=C1c2ccccc2-c2nnc(-c3ccc(F)cc3)cc21 | -12% | 5% | 1.5% | -2% | -15%
CCN(CC)C(=O)CNC(=S)N(CCCN1CCOCC1)Cc1cccs1 | -2% | -10% | 0.5% | 1% | 15%
COc1ccc(CC(=O)Nc2cccc(-c3ccc4nncn4n3)c2)cc1OC | -13% | 5% | 1.2% | -11% | -8%
CCOC(=O)CNC(=O)CNC(=O)c1nn(-c2ccc(OC)c(Cl)c2)c(=O)c2ccccc12 | 10% | i | 0.2% | 22µM* | -8%
COc1ccccc1C1C(C#N)=C(N)Oc2cc(C)n(Cc3ccccn3)c(=O)c21 (configuration not stated) | 0% | -9% | 3.9% | 0% | -10%
O=C(COc1ccc2ccc(=O)oc2c1)N1C[C@H]2C[C@@H](C1)c1cccc(=O)n1C2 | -2% | -2% | 0.5% | -4% | -7%
CCOc1ccc(C(=O)Nc2ccc(S(=O)(=O)N3CCN(C)CC3)cc2)cc1 | 1% | 32% | 0.2% | -4% | 6%
Cc1ccc2ncnc(Oc3ncccc3[N+](=O)[O-])c2c1 | 1% | -2% | 0.5% | 2% | 2%
Cc1nc(CCNC(=O)C2CCC(=O)N(Cc3cccc(F)c3)C2)sc1C (configuration not stated) | -2% | 1% | 0.1% | -4% | 1%
Cc1oc2ccc(NS(=O)(=O)c3cccc4cccnc34)cc2c1C(=O)OC(C)C | -7% | 7% | 9.9% | 7% | -15%
C(=N\n1cnnc1)/c1ccc(OCc2ccccc2)cc1 | -11% | 43% | 0.1% | u | 0%
CCCCCCCCn1c(N2CCN(c3cccc(Cl)c3)CC2)nc2c1c(=O)[nH]c(=O)n2C | -11% | -4% | i | 1% | 2%
NC(=O)C1CCN(C(=O)CCSCc2ccc(Cl)c(Cl)c2)CC1 | -8% | 19% | 0.1% | -2% | -4%
Cc1ccc(N2CC(C(=O)N3CCC(C(=O)Nc4cccc(Br)c4)CC3)CC2=O)cc1 (configuration not stated) | 14% | 21% | 3.9% | 6% | 9%
COc1ccc(/C=C/C(=O)Nc2ccc(OC)nc2)cc1 | 9% | u | 0.2% | u | -5%
O=C(CC1C(=O)NCCN1Cc1ccoc1)NCCc1ccc(Cl)cc1 (configuration not stated) | -14% | -11% | 2.8% | -3% | 0%
CCn1c(C(=O)O)c(CC(=O)Nc2ccccc2OC)c2ccccc21 | 1% | 7% | 2.0% | -2% | -5%
OC1(c2ccc(F)cc2)CSC(=Nc2cccnc2)N1Cc1ccco1 (configuration not stated) | -10% | 25% | 7.5% | 10% | -20%
CCN(CC)C(=O)[C@H]1C[C@H](CC(=O)NCc2ccc(OC)c(OC)c2)C(=O)N2CCc3c([nH]c4cc(CCC(=O)N(C)C)ccc34)[C@]12C | 23% | x | i | x | x
COCCN(CC1CCCN(C2Cc3ccccc3C2)C1)C(=O)CSC (configuration not stated) | 3% | 3% | 0.7% | 1% | 7%
CC(C)(C)c1ccc(C(=O)NNC(=S)NCc2ccco2)cc1 | 2% | -4% | 4.0% | -2% | 9%
COc1ccc2[nH]c3nc(SCC(=O)NNC(=O)c4ccc(OC)c(OC)c4)nnc3c2c1 | 2% | 15% | 4.7% | 12% | -13%
O=C(NCSc1ccccc1)c1ccccc1 | 0% | 51% | 0.8% | 4% | -15%
CCCn1c(C)cc(C(=O)COC(=O)c2nccnc2N)c1C | -8% | 37% | 1.6% | 0% | -5%
Cc1ccc2c(C)c(C(=O)N(C)Cc3nccn3C)oc2c1C | -1% | 15% | 2.2% | -12% | -15%
CC1CCCC(C)N1/N=C/c1ccc(O)cc1 (configuration not stated) | 0% | -11% | 0.9% | -1% | 3%
CSCCC(NC(=O)C1CCC(C)CC1)C(=O)OCC(=O)c1ccc(Cl)cc1 (configuration not stated) | 8% | 14% | 0.3% | 2% | 0%
O=c1c2c(-c3ccco3)csc2nc(SCc2cn3cccnc3n2)n1-c1ccccc1 | 8% | -8% | 11% | -3% | 1%
O=C(CSc1nc2ccccc2c(=O)n1Cc1ccc(Cl)cc1)NCc1cccs1 | -3% | 2% | i | -9% | -10%
CCCNC(=O)[C@@H]1CCCN1C(=O)C1CCN(S(=O)(=O)c2ccc(C)cc2)CC1 | 3% | -6% | 1.6% | -2% | 7%
CCC1CCCCN1CCCNC(=O)CN1C(=O)CSc2ccc(S(=O)(=O)N3CCOCC3)cc21 (configuration not stated) | 3% | -1% | i | -3% | -4%
CCSC1=NCCN1S(=O)(=O)c1ccccc1 | 2% | 10% | 1.2% | -4% | 1%
CN(C)C(=O)Oc1cccc(OCc2n(C)c3ccccc3[n+]2C)c1 | -5% | 0% | 0.1% | -3% | -13%
COc1ccc(-c2cn(-c3ccc(OC)cc3)c3[n+]2-c2ccccc2CC3)cc1 | -14% | 49% | 1.1% | 1% | -2%
O=C(O)c1ccccc1CSc1ncccc1C(=O)O | -7% | 0% | i | 1% | -10%
CCN(C(=O)CSc1nc2scc(-c3ccccc3)c2c(=O)n1N)C1CCS(=O)(=O)C1 (configuration not stated) | -3% | x | 1.5% | x | x
CC(C)OP(=O)(c1ccc(N(C)C)cc1)C(O)c1ccccc1 (configuration not stated) | -1% | 0% | i | 2% | -8%
CCCCCCCCCC[n+]1cccc2c3ccccc3ccc21 | -4% | x | 0.2% | x | x
CCOC(=O)CN1C(=O)N[C@@H](c2cccc(C(F)(F)F)c2)C(C(=O)OC)=C1C | 9% | -1% | 0.2% | -9% | 7% | VEEV TC-83 Vero 10K pilot screen=0.5
Cc1noc(C)c1COC(=O)C1CCN(S(=O)(=O)c2c(Cl)cccc2Cl)CC1 | -14% | -6% | 3.3% | -2% | -5%
CCCc1nc(SCC(=O)Nc2ccccc2)c2c(=O)n(C)c(=O)n(C)c2n1 | 1% | -32% | 1.6% | -1% | -8%
O=c1c2ccccc2nc(CN2CCCCCC2)n1-c1ccc(F)cc1 | -1% | 37% | i | -3% | -2%
NS(=O)(=O)c1cc(C(=O)NNC(=O)c2ccc3c(c2)OCO3)ccc1Cl | -2% | 0% | 3.7% | 3% | x
C=CCC1(C#N)C(SC)=NC2=C(C(=O)CC(C)(C)C2)C1c1ccc(Br)cc1 (configuration not stated) | -5% | 20% | 9.4% | 13% | -4%
Cc1cccc(/C=N/NC(=O)c2cc(-c3cccnc3)nc3ccccc23)c1 | -3% | 7% | 0.6% | -5% | 2%
O=C(CN1CCCCC1)N/N=C/c1cc2ccccc2nc1Cl | 6% | -10% | 0.2% | -3% | 6%
Cc1ccc(S(=O)(=O)NC2CC(=O)N(c3ccc4c(c3)OCCO4)C2)cc1 (configuration not stated) | -11% | -7% | 1.1% | 6% | 4%
(continued)
SMILES | H1N1 NS1A inhibition | tuberculosis growth | VEEV TC-83 Vero | M. tuberculosis HTS | Salmonella PhoP GFP | others
COc1cc2c(cc1OC)CN(C(=O)CCOc1ccccc1)CC2 | 5% | 29% | i | 5% | 6%
CCc1ccc(NC(=O)CN2CCc3ccccc3C2)cc1 | 0% | 24% | 0.2% | -10% | 20%
COc1ccc(CCNC(=O)CSc2nnc3ccc(-c4cccnc4)nn23)cc1OC | -2% | 9% | 1.3% | -4% | 4%
O=C(CNC(=O)c1ccc(Cl)cc1)OCCCOC(=O)CNC(=O)c1ccc(Cl)cc1 | -10% | 13% | 0.9% | -15% | -7%
c1ccc(CCNc2cnccn2)cc1 | -14% | -10% | 0.7% | 5% | -14%
O=C(NCC1CCCO1)c1ccc2c(=O)n(Cc3ccco3)c(SCC(=O)N3CCCC3)nc2c1 (configuration not stated) | -19% | -3% | 0.6% | -10% | -5%
C/C(=N\NC(=O)C(N)=O)c1cccc(C(F)(F)F)c1 | -5% | -3% | 1.5% | -3% | -2%
COc1ccc(C2/C=C\CN(S(=O)(=O)/C=C/c3ccccc3)[C@H](Cc3ccccc3)C(=O)N2Cc2ccc(F)cc2)cc1 (some centres not stated) | x | 26% | x | 3% | -1%
CCN(CC)CCOC(=O)c1ccc([N+](=O)[O-])cc1 | -20% | 6% | 1.7% | -5% | -22%
O=C(N1CCCCC1)C12CC3CC(C1)CC(C(=O)N1CCCCC1)(C3)C2 | -1% | 4% | i | -6% | -2%
Cc1ccc(C(=O)N2CCN(Cc3ccccc3)CC2)o1 | -2% | u | 1.1% | -5% | -8%
COC(=O)c1nc(NC(=O)c2ccc(Br)cc2)n[nH]1 | -2% | -1% | 1.0% | 6% | 1%
CCCC(C)NC(=O)COc1ccc(S(=O)(=O)c2ccc(OCC(=O)NC(C)CCC)cc2)cc1 (configuration not stated) | 0% | 24% | 0.7% | -8% | -8%
O=C(c1ccc2c(c1)C(=O)N(CCCO)C2=O)c1ccc2c(c1)C(=O)N(CCCO)C2=O | -3% | -3% | 3.2% | 0% | 18%
COc1ccc(CN(C)C(=O)c2ccc(NC(=O)CC3SC(N4CCCCC4)=NC3=O)cc2)c(OC)c1 (configuration not stated) | 6% | x | 2.2% | x | x
Cc1cc(N/N=C/c2cccc(Br)c2)nc2ccccc12 | 0% | 78% | 2.5% | u | -5%
CC(=O)Nc1ccc2c(c1)C(=O)N(c1ccc(C)cc1)C2=O | 6% | 6% | 2.0% | -6% | 11%
CC(NC(=O)Nc1cccc([N+](=O)[O-])c1)(C(F)(F)F)C(F)(F)F | 9% | 13% | i | -3% | 3%
COc1ccc(C(=O)COC(=O)CNS(=O)(=O)c2ccc(C)cc2)cc1 | 1% | -12% | i | -5% | -4%
Cc1nc2c(O)c3c(c(O)c2nc1C)C1C=CC3CC1 | 1% | x | 1.8% | x | x
